# AddAB inh: growth inhibition of E. coli expressing H. pylori AddAB, primary screen, AddAB inhibitor project, absorbance; inhibition, % at 11.9 µM; 330,000 tested, 0.29% active; AID 435030, 2010; in the data active = inhibition above about 12%;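 note: 0% = vehicle wells of infected cells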
# Mot1-301 SUMO: yeast Mot1-301 growth rescue at high temperature, primary screen, SUMOylation pathway inhibitor project, S. cerevisiae, ATP luminescence, 38.5C. S. cerevisiae Mot1-301 growth rescue; percent above DMSO median, 100 means doubled. growth rescue, % at 18.8 µM. 320,000 tested, 1% active;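 active = every valid replicate shows activation above 250% relative to neutral control wells; inactive = the rest, any valid replicate at or below 250%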;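 note: OY570 slx delta 5 strain wells were the positive control but not used for scaling; some compounds called inactive have numbers as strong as hits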
# HTR5A inv ag: HTR5A inverse agonists in luminescence cell assay, primary screen, counter-screen for OPRM1-OPRD1 heterodimer inverse agonist project, full-deck HTS; 5-hydroxytryptamine receptor 5A (Homo sapiens), P47898; HTR5A cell line, inverse agonism; inhibition, % at 9.3 µM; 340,000 tested, 0.083% active; in the data active = inhibition mostly above about 23%, no sharp cut-off; inactive = mostly below about 18%;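 note: 0% = cells with DMSO and 100% = no-cell wells with DMSO; some compounds called inactive have numbers as strong as hits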
# Target sequence (P47898 whole entry, looked up): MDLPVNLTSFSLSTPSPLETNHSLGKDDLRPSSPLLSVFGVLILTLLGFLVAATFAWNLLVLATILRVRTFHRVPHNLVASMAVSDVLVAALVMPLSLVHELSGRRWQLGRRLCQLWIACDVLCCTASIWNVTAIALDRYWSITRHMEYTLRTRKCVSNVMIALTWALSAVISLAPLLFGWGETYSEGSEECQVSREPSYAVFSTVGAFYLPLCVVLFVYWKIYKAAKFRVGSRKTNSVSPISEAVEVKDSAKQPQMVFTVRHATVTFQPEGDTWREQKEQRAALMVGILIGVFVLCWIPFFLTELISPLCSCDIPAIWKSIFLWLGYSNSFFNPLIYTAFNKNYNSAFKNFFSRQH
# PKA-R1A activ: activators of PKA-R1A holoenzyme, primary screen, biochemical, fluorescence polarization, Cy5-IP20, bovine R1A, mouse PKAc; PKA-R1A dissociation; scaled: DMSO 0%, 113 µM cGMP 100%; activation, % at 11.4 µM; 340,000 tested, 0.083% active; cAMP-dependent protein kinase type I-alpha regulatory subunit (Bos taurus) + …;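 active = percent activation above the mean of all tested compounds plus 3 SD, cut at about 19% in these data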;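 note: higher means more PKAc released from R1A so a rise in polarization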
# phage Ecoli inh: growth loss of phage-infected E. coli, primary screen, RecBCD inhibitor project, absorbance, with phage, HTS. inhibition, % at 11.9 µM. 360,000 tested, 0.26% active; in the data active = inhibition above about 11%
# OPRM1-OPRD1 ag: agonists of OPRM1-OPRD1 heterodimerization, primary screen, cell-based, luminescence; Mu-type opioid receptor (Homo sapiens) + Delta-type opioid receptor (Homo sapiens), …; activation, % at 9.3 µM; cells; 340,000 tested, 0.3% active; in the data active = activation above about 18%;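 note: 0% = vehicle-treated cells and 100% = reference agonist; values of inactives mirror those of a sister screen read the other way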
# OPRM1-OPRD1 inv: inverse agonists of MOR-DOR heterodimerization, primary screen, cell-based, luminescence; Mu-type opioid receptor (Homo sapiens) + Delta-type opioid receptor (Homo sapiens), …; inhibition, % at 9.3 µM; AID 504357, 2011; cell-based MOR-DOR heterodimer luminescence, inverse agonism; 340,000 tested, 0.21% active; in the data active = inhibition above about 22%, passing the limit was not always enough;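 note: 0% = cells with DMSO and 100% = wells without cells with DMSO; values of inactives mirror those of a sister screen read the other way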
# PfHsp90 set2: growth inhibition of PfHsp90-expressing yeast, primary screen, antimalarial PfHsp90 inhibitor project, S. cerevisiae, BacTiter-Glo luminescence, single point, set 2 | BacTiter-Glo ATP, 48 h; yeast lacking PDR1 and PDR3 efflux regulators | inhibition, % at 9.4 µM | 310,000 tested, 0.32% active;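 active = every replicate shows inhibition above about 80%, whatever the replicate mean, limit read from the data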;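 note: 0% = DMSO neutral controls and 100% = 20 µM radicicol positive controls; yeast relying on Plasmodium falciparum Hsp90 in place of its own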
# E coli growth: E. coli V3065 growth inhibition, primary screen, counter-screen for AddAB inhibitor project, absorbance, OD600. 18 h. inhibition, % at 11.9 µM. 330,000 tested, 0.27% active. AID 449728, 2010;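 active = inhibition above the campaign's mean inhibition across all tested compounds plus 3 SD, cut at about 9.9% in these data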;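 note: uninfected addAB+ strain grown without phage in ampicillin broth; 0% = DMSO wells and 100% = ciprofloxacin 0.95 µg/ml wells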
# DSG3 Ab inh: inhibitors of pemphigus antibody binding to DSG3, primary screen, biochemical, bead-based, flow cytometry, scFv-GFP; Desmoglein-3 (Homo sapiens), P32926; 310,000 tested, 0.48% active; AID 588358, 2011; binding (percent of control), % at 10 µM; DSG3-coupled beads, scFv-anti-DSG3-GFP binding; hits give low values;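 active = binding more than 3 SD below its plate's average and above zero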;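 note: hits lower antibody fragment binding to DSG3; some compounds called inactive have numbers as strong as hits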
# HTR5A ag ctr: HTR5A agonists in luminescence cell assay, primary screen, counter-screen for OPRM1-OPRD1 heterodimer agonist project, full-deck HTS; cell-based; activation, % at 9.3 µM; 340,000 tested, 0.61% active; AID 504692, 2011; in the data active = activation mostly above about 9.5%, no sharp cut-off; inactive = mostly below about 7.6%;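 note: 0% = cells with vehicle only and 100% = reference agonist; strong numbers were not always called active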
# Starred values were filed as active, the others as inactive; nt = no result given.
SMILES,AddAB inh,Mot1-301 SUMO,HTR5A inv ag,PKA-R1A activ,phage Ecoli inh,OPRM1-OPRD1 ag,OPRM1-OPRD1 inv,PfHsp90 set2,E coli growth,DSG3 Ab inh,HTR5A ag ctr
CC(Sc1nnc(C2CC2)n1C1CC1)C(=O)N(C)C1(C#N)CCCCC1 (centres undefined),1.1,25,20,-1,0.2,-0.8,4,-20,1.4,91,-8
OCCC1CN(Cc2ccc3nsnc3c2)CCN1C1CCCCC1 (centres undefined),6.2,56,-12,14,3.6,-0.4,3,-14,-1.8,95,4
Cc1cc(C)cc(N2C(=O)CC(Sc3ccccc3C(=O)O)C2=O)c1 (centres undefined),2.9,5,27,-1,2.6,-0.7,4,-1,-1.1,107,4
Cc1ccnc(SCc2cc(=O)c(OC(=O)c3cc([N+](=O)[O-])ccc3Cl)co2)n1,1.6,0,-1,19*,1.7,0.1,-1,-7,0.3,94,-1
Cc1ccc2nc(NC(=O)c3ccc(S(=O)(=O)N4CCCc5ccccc54)cc3)sc2c1,2.1,15,-5,-4,-0.1,3.6,-22,-35,-0.9,97,2
O=C(CC(c1ccccc1)c1ccccc1O)NCCN1CCOCC1 (centres undefined),-1.0,428*,-12,-6,1.0,-0.1,1,-4,-1.0,103,1
S=C(N/N=C/c1ccccc1)N1CCOCC1,4.6,153,-27,-11,3.2,-0.6,3,-3,3.2,105,0
CO/N=C/c1ccc(N2CCN(C(=O)c3ccc(C)cc3)CC2)c([N+](=O)[O-])c1,-1.9,-15,-15,5,0.9,4.3,-22,19,1.2,99,6
CCOC(=O)c1ccc(S(=O)(=O)NCC(C)(C)N2CCOCC2)cc1,1.9,nt,16,-6,4.1,-2.5,13,6,0.1,77*,2
Cc1ccc(CN2CCN(C/C=C/c3ccc(F)cc3)CC2CCO)o1 (centres undefined),2.4,294,5,-9,2.9,-1.1,5,-26,2.0,91,3
Cc1ccc(C(=O)C[n+]2cccc(C(N)=O)c2)cc1,3.7,-5,5,11,5.2,-1.6,8,10,2.3,112,-1
CCC(C)(C)NC(=O)CCCSc1nc2ccccc2[nH]1,0.1,1,0,-3,3.5,0.1,-1,-15,0.6,100,-2
CNC(=O)CSc1cnc2ccccc2n1,1.9,8,1,-4,5.5,-1.9,9,-26,0.6,113,3
COc1ccc(OC)c(NC(=O)CN2C(=O)CSc3ccc(S(=O)(=O)N4CCCC4)cc32)c1,4.7,282,1,-3,-0.3,-2.6,14,5,-0.7,90,0
CC1CN/C(=C\C(=O)c2ccc(Cl)cc2)C(=O)N1 (centres undefined),3.4,126,-1,6,3.1,-1.5,8,-9,1.8,106,0
Cc1cccc(NC(=O)[C@@H](NC(=O)[C@@H]2Cc3ccccc3CN2)C(C)C)c1,1.6,16,-12,5,5.0,-1.4,7,-1,0.1,103,3
COc1ccc(C(=O)NC2CCCCCC2)cc1S(=O)(=O)N1CCOCC1,0.1,-5,-29,4,3.0,-1.9,10,3,2.4,108,3
O=C(CC(C(=O)c1ccccc1)c1ccccc1)c1ccccc1 (centres undefined),nt,nt,19,6,3.0,1.2,-6,-19,nt,88,-5
O=C(CSc1nc2c(c(=O)[nH]1)CCC2)Nc1cccc(F)c1,4.2,-13,-3,8,-0.7,-0.3,2,16,0.8,106,0
CCCCN1C(=O)/C(=C(/C#N)C(N)=O)c2ccccc21,1.4,4,-19,6,2.4,-3.8,21,18,1.2,110,1
O=C(c1ccc(N2CCNCC2)cc1)c1cccnc1,1.1,-3,-6,1,-0.5,-2.3,10,22,1.3,nt,2
CC(=O)c1cccc(NC(=O)C2CCN(S(=O)(=O)c3cccs3)CC2)c1,2.5,-14,-16,-5,3.4,-0.4,2,nt,-0.6,105,1
CC(=O)Nc1ccc(NC(=O)/C(Cl)=C/c2ccccc2)cc1,2.9,10,19,3,5.4,-3.8,16,-20,-1.7,nt,1
C/C(=N\N=C1\NC(=O)C(CC(=O)Nc2ccc(C)c(Cl)c2)S1)C(C)C (centres undefined),5.2,-8,-7,-6,2.7,2.3,-17,-14,-2.5,106,2
S=C(Nc1ccccc1)N1CCN(C/C=C/c2ccccc2)CC1,3.0,392,16,-12,6.2,2.5,-13,28,1.0,113,6
CC(SC1=NCCN1S(=O)(=O)c1ccccc1)c1ccccc1 (centres undefined),2.3,2,20,-4,0.7,-0.3,1,-10,0.6,113,3
O=C(O)/C=C1\NC(=O)c2ccccc21,2.5,6,0,-3,1.5,-3.8,16,-10,1.6,104,5
CCOc1ncccc1C(=O)N1CCN(C(c2ccccc2)c2ccccc2)CC1,1.4,158,-17,5,4.9,-1.4,7,-3,-2.4,96,2
Cc1ccc([N+](=O)[O-])cc1S(=O)(=O)Nc1ccc(C(=O)NCc2ccccn2)cc1,1.0,393,13,-5,5.6,0.3,-2,-19,1.0,93,-5
O=c1cc(-c2ccc(OCc3ccccc3)cc2)oc2cc(OCc3ccccc3)cc(OCc3ccccc3)c12,-3.8,nt,-18,-1,-1.4,-4.0,20,-65,-4.8,86,5

# 2 entries from above, with tabs:
SMILES	AddAB inh	Mot1-301 SUMO	HTR5A inv ag	PKA-R1A activ	phage Ecoli inh	OPRM1-OPRD1 ag	OPRM1-OPRD1 inv	PfHsp90 set2	E coli growth	DSG3 Ab inh	HTR5A ag ctr
O=C(O)/C=C1\NC(=O)c2ccccc21	2.5	6	0	-3	1.5	-3.8	16	-10	1.6	104	5
CCOc1ncccc1C(=O)N1CCN(C(c2ccccc2)c2ccccc2)CC1	1.4	158	-17	5	4.9	-1.4	7	-3	-2.4	96	2

# Going on with the list:
SMILES,AddAB inh,Mot1-301 SUMO,HTR5A inv ag,PKA-R1A activ,phage Ecoli inh,OPRM1-OPRD1 ag,OPRM1-OPRD1 inv,PfHsp90 set2,E coli growth,DSG3 Ab inh,HTR5A ag ctr
O=C(c1ccc(Cl)c(S(=O)(=O)Nc2ccc(F)cc2)c1)N1CCN(c2ccccn2)CC1,3.3,-6,-18,-2,1.4,0.5,-3,-12,-0.1,92,8
COc1cc(C(=O)NC(C)c2cccc3ccccc23)cc(OC)c1OC (centres undefined),1.8,13,1,-11,2.6,-2.8,14,14,-1.5,103,-2
O=C(NCCN1CCOCC1)/C(=C/c1ccco1)NC(=O)c1ccccc1,2.8,160,5,6,-1.4,-2.2,11,12,1.5,100,2
O=c1[nH]c(N2CCc3ccccc3C2)nc2c1CCC2,0.5,2,-13,8,1.6,-2.3,11,nt,0.8,101,6
Cc1nn(C)c(Cl)c1CN1CCC(CO)(CCOc2ccccc2)CC1,4.0,6,-23,-2,3.9,-0.2,1,12,3.5,108,-11
Cc1ccc(C(=O)NC2CCc3ccccc3C2=O)cc1 (centres undefined),1.0,-3,11,6,2.0,-3.1,15,9,1.3,111,-4
C=CCN(C(=O)CNC(=O)c1ccco1)C(C(=O)NC1CCCC1)c1ccc(OC)cc1 (centres undefined),3.5,-16,-13,-4,1.8,-1.9,12,-18,-1.8,101,-3
Cc1ccc(S(=O)(=O)N(Cc2ccccc2)c2ccccc2C(=O)Nc2ccccc2C(=O)NCc2ccco2)cc1,1.3,-5,5,-1,1.3,1.8,-9,-7,-0.5,94,-2
N#Cc1nc(Cc2cccc3ccccc23)oc1N1CCCCC1,4.5,nt,-1,-14,3.1,-2.2,12,1,-1.4,104,0
O=C(O)Cc1nc2nc3c(c(=O)n2[nH]1)CCCC3,3.2,61,-13,-2,1.2,-1.7,9,14,0.0,nt,0
COc1ccc(C(=O)C2CCCN(S(=O)(=O)C(C)C)C2)c(C)c1 (centres undefined),2.8,87,-2,-14,2.8,-0.1,0,-5,2.2,96,1
Cc1ccc2occ(-c3nn[nH]n3)c(=O)c2c1,3.1,6,11,8,1.2,0.9,-7,15,2.5,105,-4
CN1CCN(c2ccccc2NC(=S)NC(=O)c2cc3ccccc3o2)CC1,3.5,-5,-17,-1,-1.5,-3.5,20,-9,-1.3,105,-1
Cc1n[nH]c(C)c1S(=O)(=O)N1CCC(C(=O)N2CCn3c2nc2ccccc23)CC1,0.9,-8,nt,-4,0.4,nt,nt,-3,0.7,100,nt
O=C(/C(=N\Nc1ccc(Br)cc1)Sc1nnnn1-c1ccccc1)c1ccccc1,1.3,739*,6,11,3.1,-0.7,4,-55,-2.6,108,-2
COc1cc2c(cc1OC)CN(C(=O)Nc1ccccc1Cl)CC2,1.2,-1,-2,6,-0.8,-1.8,10,-14,0.3,109,-1
CC(C)(C)CC(C)(C)NC(=O)c1ccc2snnc2c1,-0.5,0,-8,-6,2.5,4.5,-25,-16,-1.1,97,3
O=C(O)C1CSCN1S(=O)(=O)c1cccc2nsnc12 (centres undefined),-0.6,8,9,-3,2.4,-1.2,6,1,-1.2,106,6
COc1ccc(N(CC(=O)NC2CCCC2)C(=O)Cn2nnc(-c3ccc(F)cc3)n2)cc1OC,0.7,30,-13,-4,nt,-0.3,2,nt,0.2,96,-1
COc1ccc(S(=O)(=O)Cc2ccc(C(=O)NC3CCCC3)o2)cc1,2.9,-14,-6,-4,-0.1,-1.4,7,nt,-2.1,110,2
CCOc1ccc(CCNC(=O)CCCN2C(=O)c3ccccc3C2=O)cc1OCC,3.9,10,11,5,-0.6,-2.1,11,15,1.8,99,-4
O=C(O)c1ccc2c(c1)-c1cc(C(=O)O)ccc1S2(=O)=O,-0.7,13,8,-4,0.1,-0.2,1,2,-0.7,100,5
CCC(C)[C@H](NC(=O)N1CC(=O)Nc2ccccc21)C(=O)N1CCC[C@H]1C(=O)O (some centres undefined),5.7,-23,-4,-1,3.7,-2.5,12,-12,1.0,99,2
Cc1nn(C)cc1C(C)NC(=O)c1cc(COc2cccc3cnccc23)on1 (centres undefined),-0.3,-12,-13,-5,2.0,-0.2,1,14,-0.9,94,2
COC(=O)c1[nH]c2ccc(Cl)cc2c1NC(=O)Oc1ccccc1,0.7,110,6,-5,4.4,-0.1,1,-14,-1.3,104,-2
COc1ccc(C(=O)NC2CC(C)(C)Cc3c2cnn3-c2ccccc2)cc1OC (centres undefined),2.7,-5,-14,3,2.4,-0.6,3,18,0.2,103,-1
Cc1ccc(C)c(C(=O)CCC(=O)N2CCN(c3ncccn3)CC2)c1,-3.2,-1,-10,-6,-0.5,-2.7,12,14,-1.7,98,3
O=C(c1ccccc1)N1CCN(Cc2c[nH]c3ccccc23)CC1,-1.0,-9,-43,6,1.7,5.2,-30,2,-0.9,99,4

# Bioassay records as filed in PubChem BioAssay.
